# PvdQ inh: P. aeruginosa PvdQ acylase inhibitors, primary screen, biochemical, fluorescence, plate reader and imaging, single point. purified PvdQ acylase. PvdQ acylase [Pseudomonas aeruginosa LESB58]. actives 0.063% (n = 340,000). inhibition, % at 10 µM; in the data active means inhibition above about 30%, passing the limit was not always enough; inconclusive means no clear call, values can overlap the other calls;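 further: 0% = vehicle neutral wells and 100% = reference inhibitor wells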
# CDK5 inh: inhibitors of human CDK5/p35 kinase, primary screen, biochemical, single concentration; actives 0.01% (n = 330,000); inhibition, % at 10 µM; Recombinant CDK5/p35, ADP-Glo luminescence, 60 min; Cyclin-dependent kinase 5 (Homo sapiens) + Cyclin-dependent kinase 5 activator 1 (Homo …;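 active means highest replicate inhibition of at least 50% and at least 75% of replicates reaching 50%; inconclusive means only one of the two criteria met; inactive means both criteria failed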;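 further: plate controls were DMSO neutral control for no effect and GW8510 at 10 µM for full effect; many of its hits are not listed in these tables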
# MITF TRPM1 HTS: activators of MITF-driven TRPM1 promoter reporter, primary screen, cell-based, SK-MEL-5, luciferase, single point; SK-MEL-5 TRPM1-promoter luciferase, 24 h; % of positive control, neutral wells = 0; activation, % at 12.5 µM; actives 0.75% (n = 300,000); AID 588334, 2011;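 active means mean activation of at least 80% with every replicate also reaching 80%; inconclusive means mean reaches 80% but some replicate falls short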;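 further: 0% = neutral control wells and 100% = parthenolide positive control wells; values of inactives mirror those of a sister screen read the other way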
# dFosB act: activators of delta FosB homodimer, primary screen, biochemical, fluorescence polarization, TAMRA-CDK5 oligo, single point | Protein FosB (Mus musculus), P13346 | purified delta FosB; percent of positive-control signal above neutral wells | activation, % at 25 µM | actives 0.99% (n = 340,000) | AID 493131, 2011;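 active means mean activation above about 17%, with every replicate also reaching it, limit read from the data, passing the limit was not always enough; inconclusive means only one of the two conditions met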;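 further: fluorescence polarization rise as delta FosB binds a TAMRA Cdk5 AP-1 oligo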
# Target sequence (P13346 whole entry, looked up): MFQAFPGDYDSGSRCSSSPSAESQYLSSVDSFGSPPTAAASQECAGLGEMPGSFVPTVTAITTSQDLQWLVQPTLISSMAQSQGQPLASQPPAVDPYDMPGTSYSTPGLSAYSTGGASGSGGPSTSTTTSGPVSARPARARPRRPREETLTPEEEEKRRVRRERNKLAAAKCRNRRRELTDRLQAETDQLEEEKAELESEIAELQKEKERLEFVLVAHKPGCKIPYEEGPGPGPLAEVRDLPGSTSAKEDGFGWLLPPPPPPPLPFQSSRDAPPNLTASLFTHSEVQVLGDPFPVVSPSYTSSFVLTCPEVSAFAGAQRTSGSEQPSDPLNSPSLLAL
# SR-BI DiI inh: inhibitors of SR-BI mediated HDL lipid uptake, primary screen, ldlA[mSR-BI] cells, fluorescence, single point; Scavenger receptor class B member 1 (Mus musculus), Q61009; AID 488896, 2010; ldlA[mSR-BI] CHO cells, DiI-HDL uptake fluorescence, 3 h; inhibition, % at 12.5 µM; actives 0.96% (n = 320,000);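 active means mean replicate inhibition of at least 70% and a set share of replicates each scoring 70 or more; inconclusive means meets just one of the two criteria; inactive means fails both criteria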;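 further: 0% = median of neutral control wells and 100% = median of positive control wells; values of inactives mirror those of a sister screen read the other way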
# Rtt109 Vps75: inhibitors of C. albicans Rtt109/Vps75 HAT, primary screen, biochemical, ThioGlo CoA-SH fluorescence, plate reader; actives 0.16% (n = 330,000); inhibition, % at 34.9 µM; purified Rtt109/Vps75, 4 h;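 active means inhibition of at least 50% in every replicate; inconclusive means best replicate reaches 50% inhibition but some replicates fall short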
# Target sequence (Q5AAJ8 whole entry, looked up): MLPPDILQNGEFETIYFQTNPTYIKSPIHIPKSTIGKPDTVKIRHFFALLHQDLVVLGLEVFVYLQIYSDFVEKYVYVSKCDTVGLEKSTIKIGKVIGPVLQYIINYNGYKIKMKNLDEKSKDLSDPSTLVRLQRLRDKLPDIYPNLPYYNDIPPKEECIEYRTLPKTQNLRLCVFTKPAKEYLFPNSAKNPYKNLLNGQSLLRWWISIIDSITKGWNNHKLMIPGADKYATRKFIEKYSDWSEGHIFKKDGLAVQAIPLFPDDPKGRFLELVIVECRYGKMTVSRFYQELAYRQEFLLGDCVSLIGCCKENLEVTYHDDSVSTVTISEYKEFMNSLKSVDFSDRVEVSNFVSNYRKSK
# Wnt bcat act: Wnt/beta-catenin pathway activators, primary screen, cell-based, plate reader, single point; AID 743398, 2014; Wnt/beta-catenin reporter cell assay, activator; activation, % at 9.35 µM; actives 1.2% (n = 300,000); in the data active means activation above about 30%, passing the limit was not always enough; inconclusive means no clear call, values can overlap the other calls;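 further: 0% = neutral control wells and 100% = positive control wells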
# SR-BI DiI-HDL act: activators of SR-BI mediated DiI-HDL uptake, primary screen, ldlA[mSR-BI] CHO cells, DiI fluorescence; 3 h; 100 = double the neutral-control signal; activation, % at 12.5 µM; actives 0.096% (n = 320,000); AID 504775, 2011;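 active means mean replicate activation of at least 60% and every replicate at or above 60%; inconclusive means mean or all-replicate condition met, but not both; inactive means mean below 60% and not all replicates reaching 60%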;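 further: 0% = median plate neutral-control signal and 100% = twice that signal; values of inactives mirror those of a sister screen read the other way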
#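 material = CHO ldlA[mSR-BI] cells | medium = Ham's F12 with 0.5% BSA, HEPES 25 mM, pH 7.4 | reagent = fluorescent DiI-HDL, 10 µg/mL final | compound dosing = single-point compound dose | incubation = 3 h, 37 °C | measured by = bottom-read fluorescence, 550/595 nm | measure = HDL uptake via cellular fluorescence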
# RTF Ca sens act: cardiac RTF calcium sensitivity activators, primary screen, biochemical, IANBD-TnC fluorescence, EC20 calcium. IANBD-labeled TnC RTF fluorescence at EC20 calcium; 0% EC20 calcium, 100% full calcium. activation, % at 7.2 µM. actives 0.24% (n = 340,000). AID 493008, 2010;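 active means activation above the mean over all tested compounds plus 3 SD, cut at about 30% in these data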;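 further: rise in fluorescence read as greater calcium sensitivity of cardiac thin filaments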
# HTR5A ag: HTR5A agonists in luminescence cell assay, primary screen, counter-screen for OPRM1-OPRD1 heterodimer agonist project, full-deck HTS | 5-hydroxytryptamine receptor 5A (Homo sapiens), P47898 | cell-based | activation, % at 9.3 µM | actives 0.61% (n = 340,000); in the data active means activation mostly above about 9.5%, no sharp cut-off; inactive means mostly below about 7.6%;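 further: 0% = cells with vehicle only and 100% = reference agonist; strong numbers were not always called active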
# Target sequence (P47898 whole entry, looked up): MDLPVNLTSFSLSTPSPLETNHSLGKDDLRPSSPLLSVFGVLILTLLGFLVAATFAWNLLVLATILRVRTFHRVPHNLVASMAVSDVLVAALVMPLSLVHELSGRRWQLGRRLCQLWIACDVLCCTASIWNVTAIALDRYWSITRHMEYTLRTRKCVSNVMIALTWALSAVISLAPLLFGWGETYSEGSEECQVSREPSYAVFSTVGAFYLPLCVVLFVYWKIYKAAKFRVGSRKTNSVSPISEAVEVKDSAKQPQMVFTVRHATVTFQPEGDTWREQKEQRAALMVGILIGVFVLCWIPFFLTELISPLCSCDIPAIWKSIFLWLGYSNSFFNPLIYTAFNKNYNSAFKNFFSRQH
# * hit, by the source's call; ? = inconclusive; / = not tested or not shown. Compounds were not picked by outcome; any-hit rate near 4.4%.
SMILES,PvdQ inh,CDK5 inh,MITF TRPM1 HTS,dFosB act,SR-BI DiI inh,Rtt109 Vps75,Wnt bcat act,SR-BI DiI-HDL act,RTF Ca sens act,HTR5A ag
Cc1cc(CNC(=O)C2CCC(=O)N(Cc3ccccc3F)C2)on1 (configuration not stated),-6.2,2.2,-1.1,-3.2,-18.9,-1.1,-0.4,18.9,-2.0,-3.3
CCOC(=O)c1ccccc1NC(=O)CSc1nnc(C)c(=O)[nH]1,4.6,1.4,/,-1.5,/,3.6,-0.8,/,-2.2,2.0
N#Cc1ccc(OCc2nnc3n2CCCCC3)cc1,11.1,1.3,-1.8,-0.8,1.7,4.9,-1.1,-1.7,3.2,0.3
Cn1cnnc1SCC(=O)Nc1sc2c(c1C(N)=O)CCC2,-14.7,0.8,1.9,-9.4,-4.1,2.7,/,4.1,-0.5,1.3
O=C(NCCc1c[nH]c2ccccc12)C(=O)NCC(c1ccco1)N1CCN(c2ccccc2F)CC1 (configuration not stated),-11.0,-0.9,-5.3,-5.2,20.4,-6.7,/,-20.4,-5.0,4.0
O=C(Oc1cccc(C(=S)N2CCOCC2)c1)c1cccc([N+](=O)[O-])c1,-15.2,-0.5,-12.1,-1.5,-28.9,1.4,-1.1,28.9,3.5,-0.1
Cc1cn(C2CCCO2)c(=O)nc1N (configuration not stated),-6.5,1.9,5.0,-4.2,-4.4,-0.3,-4.9,4.4,-4.0,0.7
CCOC(=O)c1cnn(-c2ncnc3c2oc2ccccc23)c1N,-14.1,2.1,17.6,-19.8,-13.4,-23.9,/,13.4,9.0,-2.5
CCCCCC/C=C/c1ccc([C@H]2[C@H]3C=CC[C@@H](C)[C@@H]3C(=O)N2Cc2ccccc2)c(F)c1,-23.4,1.2,-5.1,-0.3,-6.1,1.1,-11.2,6.1,3.4,2.1
Cc1ccc(C(=O)OCC(=O)N2CC(=O)Nc3ccccc32)s1,-16.4,-0.1,/,-0.5,-7.5,/,-6.2,7.5,-2.2,3.7
O=C1NC[C@H](Cc2ccccc2)N(C[C@H]2CCCN2C[C@H](Cc2ccccc2)N2C[C@H](Cc3ccccc3)N(CCc3ccccc3)C(=O)C2=O)C1=O,-15.0,1.0,7.4,-15.4,-0.5,-6.0,-4.3,0.5,-6.8,5.4
COc1ccccc1NS(=O)(=O)c1ccc(C)c(C(N)=O)c1,-9.9,0.3,/,2.6,-11.3,-1.1,0.4,11.3,6.5,4.6
CCOc1ccc(NC(=O)C2CC(=O)N(c3ccccc3F)C2)cc1 (configuration not stated),1.1,0.3,0.5,-2.5,/,12.8,-0.1,/,-6.8,-3.6
O=C(Nc1ccccc1)c1ccc(NCCc2ccccc2)c([N+](=O)[O-])c1,4.1,-0.7,42.0,-4.7,50.5,12.5,0.7,-50.4,96.3*,-5.8
O=C(c1cc(Br)ccc1Cl)N1CCN(c2ccccn2)CC1,2.9,0.0,-12.3,2.6,0.0,-1.1,-1.4,0.0,-2.5,6.0
O=C(CNC(=O)c1ccco1)NNC(=O)c1cccc(Cl)c1,-4.8,-2.1,-0.1,-13.4,-23.4,-4.1,3.9,23.4,3.5,0.2
CCOC(=O)c1c(/N=C/c2ccc(C)cc2O)sc2c1CCC2,8.4,0.6,-10.5,-1.7,-2.5,20.9,-1.4,2.5,4.6,10.5
O=C(C1CCN(S(=O)(=O)c2cnc[nH]2)CC1)N1CCN(c2ncccn2)CC1,-9.0,-4.1,0.6,-4.9,/,-5.5,-1.6,/,2.7,-1.8
COC(=O)c1cn(-c2ccccc2)nc1C(=O)OC,4.9,-0.6,/,-4.3,7.6,0.0,/,-7.6,1.4,1.1
CC12CCC(=O)N1C(C(=O)NCCc1ccc(S(N)(=O)=O)cc1)CS2 (configuration not stated),-0.9,-0.5,13.6,-1.5,-23.9,-4.6,-0.7,23.9,-3.5,2.2
CC(C)NC(=O)CSc1nc2ccccc2n1-c1ccccc1,-10.4,2.1,-2.1,-17.9,18.2,0.3,/,-18.2,8.3,3.7
O=C1N[C@@H](Cc2ccccc2)C(=O)N2CCCC12 (some centres not stated),-3.8,-0.8,10.1,-2.6,-11.2,3.6,-0.4,11.2,-3.5,1.6
CCC(=O)Nc1ccc(NC(=O)CCc2ccccc2)cn1,-6.0,1.2,/,0.8,-3.4,-5.7,-0.6,3.4,0.5,0.8
Cc1noc(NS(=O)(=O)c2ccc(NC(=O)c3nn(-c4ccc(F)cc4)ccc3=O)cc2)c1C,-21.5,-1.2,-3.3,2.5,-15.7,4.9,-2.3,15.7,-2.7,0.7
O/N=C1/CC/C(=N\O)c2nn(-c3ccccc3)nc21,-12.8,2.3,/,-2.6,-4.0,-7.9,?,4.0,3.9,1.8
CC12CCC(C(=O)N3CCCCC3)(CC1=O)C2(C)C (configuration not stated),-17.1,0.1,/,-3.9,6.3,-3.3,-0.4,-6.3,5.9,-0.1
CCc1cc2c3c(c(=O)oc2cc1OCC(=O)OC)CCCC3,-12.0,0.8,0.2,-20.4,9.5,1.1,-2.9,-9.5,1.0,2.2
COc1cccc(NC(=O)CSc2cccc[n+]2[O-])c1,-12.6,-4.1,1.2,2.2,-30.0,-17.3,2.5,30.0,2.2,3.2
COc1cc(O)cc2occ(-c3ccc(O)cc3)c(=O)c12,-5.8,0.6,17.8,5.2,9.3,6.6,-1.5,-9.3,4.5,1.4
COc1ccc(CNC(=O)Nc2ccc(C)cc2)cc1,-11.1,0.1,46.3,-3.6,/,-4.8,-1.8,/,1.6,-5.5
Nc1nc(SCC(=O)NCc2ccc3c(c2)OCO3)n[nH]1,13.2,0.3,4.3,3.3,-35.4,-4.7,-9.5,35.4,1.7,-1.7
COc1ccc(F)cc1CN1CCN(C(=O)CCC(=O)Nc2nnc(C(C)C)s2)CC1,-8.5,-1.7,5.7,1.8,17.6,0.8,/,-17.6,2.5,-7.6
COCCNC(=O)c1ccc(CN2CCc3ccccc3C2)cc1,-8.9,-2.2,12.1,-0.2,-32.3,4.0,-3.1,32.3,1.5,-4.0
COCCN(CC(=O)Nc1cccc(C)c1C)C(=O)c1oc2ccccc2c1C,0.6,-1.0,-7.2,-4.2,17.3,-1.8,-2.2,-17.3,-3.1,-5.7
COc1ccccc1C(=O)NC(CCSC)C(=O)N1CCN(C(C)=O)CC1 (configuration not stated),-12.5,0.3,/,3.1,-15.1,-0.1,-1.4,15.1,-1.2,-3.1
COc1cccc(C(=O)Nc2ccc(N(C)C)cc2)c1OC,-9.5,1.0,78.7,-5.8,10.5,5.4,-3.8,-10.5,-2.5,-3.9
CCOC(=O)c1ccc(-n2cc(C(=O)c3cccnc3)nn2)cc1,-21.7,-1.2,3.6,-10.8,-4.9,-6.3,8.2,4.9,-5.2,-2.3
COc1cc(Cl)c(C)cc1NC(=O)CCCN1C(=O)CCC1=O,-0.5,-0.7,-4.3,-4.1,34.5,-12.1,/,-34.5,0.5,-1.4
Cc1ccccc1S(=O)(=O)NCC1CCCO1 (configuration not stated),1.8,-1.9,5.8,-1.2,5.2,-5.3,-1.2,-5.2,-3.5,2.8
O=C(CSc1nnc2c(n1)[nH]c1ccc(F)cc12)N1CCOCC1,-16.8,-0.1,14.4,-5.9,-8.8,-1.3,-0.7,8.8,1.6,3.7
Cc1nn(CC(=O)NCCCN2CCCCC2)c(=O)c2cccn12,8.4,-2.2,6.6,-5.2,12.8,10.0,-2.7,-12.8,-1.4,-0.9
COc1cccc(C(=O)Nc2c(C(N)=O)oc3ccccc23)c1,-1.2,0.1,-9.0,-36.6,20.8,-1.3,-2.6,-20.8,-3.1,1.8
CCC(=O)Nc1c(C#N)c2nc3ccccc3nc2n1-c1ccccc1C,-6.2,-0.9,-13.0,-27.2,2.1,-372.0,-6.0,-2.1,4.4,-3.8
CC(=O)NCCNC(=O)c1ccc(CSc2ccc(Cl)cc2)cc1,-1.6,0.1,64.8,5.4,4.2,1.5,-1.5,-4.2,6.2,-0.2
O=C(CN(C(=O)Cn1nnc(-c2ccc(F)cc2)n1)c1cccc(F)c1)NC1CCCC1,-7.5,0.4,1.4,-9.7,41.0,-1.2,-1.0,-41.0,-3.3,4.2
O=C(NNC(=O)c1cc2ccccc2[nH]1)OCc1ccccc1,-3.6,-1.9,-3.0,-7.8,7.3,-7.6,3.4,-7.3,-3.4,-1.5
CC(=O)c1cccc(OCCN2C(=O)NC(C)(C)C2=O)c1,-6.7,-0.6,-9.7,-1.2,-8.3,8.0,/,8.3,-0.8,1.3
Cc1ccc(CNS(=O)(=O)c2ccc3c(c2)NC(=O)CS3)cc1,-6.8,/,3.4,-4.1,-13.0,1.9,-0.7,13.0,-1.2,-5.0
CCC(SC1=Nc2ccccc2C2=NC(CC(C)C)C(=O)N12)C(=O)Nc1ccc2c(c1)OCO2 (configuration not stated),-6.0,-2.5,11.1,-5.6,23.6,8.1,6.0,-23.6,1.7,0.6
CCN(CC(=O)Nc1c(F)cccc1F)C(=O)COc1ccc2c(c1)CCC2,-11.8,-0.2,18.7,-8.8,12.4,-7.1,4.3,-12.4,6.1,-4.0
O=C1C[C@@H]2c3c(cccc3CN1Cc1ccccc1)C[C@@H](O)[C@H]2O,-8.1,2.2,8.5,-3.8,-2.1,-2.3,-1.5,2.1,8.9,1.5
O=C(NCc1ccco1)C(c1ccccc1)N(C(=O)Cc1cccs1)c1cccnc1 (configuration not stated),-9.7,-1.4,-1.7,-2.7,-9.6,-4.2,-0.8,9.6,3.6,2.2

# With a hit mark in RTF Ca sens act (from the list above):
Compound,PvdQ inh,CDK5 inh,MITF TRPM1 HTS,dFosB act,SR-BI DiI inh,Rtt109 Vps75,Wnt bcat act,SR-BI DiI-HDL act,RTF Ca sens act
O=C(Nc1ccccc1)c1ccc(NCCc2ccccc2)c([N+](=O)[O-])c1,4.1,-0.7,42.0,-4.7,50.5,12.5,0.7,-50.4,96.3*
